mcGAS lum = cyclic GMP-AMP synthase inhibitors, mouse, primary biochemical chemiluminescence; Q8C6L5; recombinant cGAS, Kinase-Glo ATP depletion luminescence; inhibition, % at 12.5 µM; 160,000 compounds, 0.15% hits;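 further: 0% = negative control wells and 100% = reference inhibitor with no enzyme activity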
hcGAS lum = Primary biochemical luminescence assay for human cyclic GMP-AMP synthase inhibitors; Q8N884; recombinant h-cGAS, ATP depletion, Kinase-Glo luminescence; inhibition, % at 12.5 µM; 290,000 compounds, 0.081% hits; AID 1259398, 2018;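 further: 0% = vehicle reaction and 100% = reaction without DNA for no activity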
Target sequence (Q8N884 whole entry, looked up): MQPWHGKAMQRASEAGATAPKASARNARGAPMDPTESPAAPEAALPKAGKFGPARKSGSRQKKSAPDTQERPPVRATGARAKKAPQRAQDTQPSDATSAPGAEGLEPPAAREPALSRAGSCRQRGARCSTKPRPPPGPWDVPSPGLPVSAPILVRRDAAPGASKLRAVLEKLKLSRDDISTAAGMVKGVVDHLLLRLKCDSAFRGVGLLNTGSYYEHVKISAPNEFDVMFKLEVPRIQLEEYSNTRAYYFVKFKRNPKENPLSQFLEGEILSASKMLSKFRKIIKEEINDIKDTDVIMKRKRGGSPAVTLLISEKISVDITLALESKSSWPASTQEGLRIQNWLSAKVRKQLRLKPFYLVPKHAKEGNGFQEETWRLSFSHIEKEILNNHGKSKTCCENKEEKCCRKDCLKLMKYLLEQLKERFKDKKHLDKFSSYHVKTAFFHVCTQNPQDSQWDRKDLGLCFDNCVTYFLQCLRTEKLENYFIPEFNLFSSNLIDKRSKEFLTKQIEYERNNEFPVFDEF
NPYLR7 ag = agonists of mosquito NPYLR7 receptor, primary screen, cell-based, Aedes aegypti, calcium fluorescence, mosquito biting behavior. activation, % at 10 µM. 270,000 compounds, 0.15% hits. AID 1259423, 2018. Aedes aegypti neuropeptide Y-like receptor 7 (NPYLR7). HEK293T NPYLR7/Galpha15, GCaMP6s calcium fluorescence; in the data active means activation above about 40%;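 further: 0% = vehicle and 100% = reference agonist at the receptor; some compounds past the cut are filed as inactive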
The depositor's hits bear a star; / = no result given; & = joins results of further samples. Unless noted, no stated cut-off is given here; in the data, active means inhibition above about 40%; inactive means the rest. Outcome played no part in choosing rows. About 0.29% of those tested had a hit in this group.

SMILES	mcGAS lum	hcGAS lum	NPYLR7 ag
O=C(c1ccc(NS(=O)(=O)c2ccc(F)cc2)cc1)N1CCCCC1	/	-8.3	-1.3
Cc1cccc(C)c1-n1c(=O)c2ccccc2n2c(SCC(=O)N3CCCCC3)nnc12	/	-7.2	8.9
Cc1cccc(NC(=O)CSc2nc3c([nH]c4ccccc43)c(=O)n2C)c1C	-7.3	-5.4	0.1
CCCN(CCC)c1ccc(C(=S)N2CCNCC2)cc1	/	-0.3	-2.5
C[C@]12CS(=O)(=O)C[C@H]1SC(=S)N2c1ccccc1	-2.8	-4.5	4.2
COc1ccc(CCNC(=O)c2cn(C)nc2OC)cc1OC	/	-5.6	3.1
O=C(NCCn1ncc2c(N3CCN(c4ccccc4)CC3)ncnc21)c1cc(-c2ccccc2)on1	-0.7	-0.2	-0.5
NC(=O)NC(=O)CSc1nc(N)cc(=O)[nH]1	-3.5	-3.9	0.4
N#Cc1ccc(NCc2cc(Br)ccc2F)cc1	/	-7.8	-9.3
CC(C)c1cc(C2CCN(Cc3cccnc3N)CC2)[nH]n1	-2.9	1.5	-3.3
CCOC(=O)CCc1c(C)nc2ncnn2c1N1CCN(C(=O)c2cc(Cl)sc2Cl)CC1	-6.2	-4.0	/
C#CCN1C(=O)SC(=Cc2ccc(N3CCCCC3)o2)C1=O	-3.3	-7.5	121.9*
CC(=O)Nc1ccc(Sc2nc(N3CCCC3)nc(N3CCCC3)n2)cc1	/	-7.8	8.6
O=C(O)c1cc(Br)ccc1N=Cc1nc(-c2ccc(Br)cc2)oc1O	/	1.0	-1.7
Cc1cc(SCC(=O)c2ccc([N+](=O)[O-])cc2)nc(=O)[nH]1	-5.3	-5.7	-1.1
CCOc1ccc(NC(=O)CSc2ncc(S(=O)(=O)c3ccc(C)c(Cl)c3)c(=O)[nH]2)cc1	-2.1	-4.4	4.3
CC1(C)CC(n2cc(-c3cnc(NCC4CCCO4)nc3)nn2)CC(C)(C)N1 (stereo unspecified)	-5.6	-12.8	/
CCOC(=O)N1CCN(S(=O)(=O)c2ccc(C)s2)CC1	/	-0.6	1.5
CSc1nnc(C)c(=O)n1COC(=O)c1cccc(F)c1	-0.2	-3.2	2.5
O=C(Cn1c(CO)cnc1SCCc1ccccc1)NCc1ccc(Cl)cc1	/	1.2	1.7
COc1ccc(C(=O)NC2CCC(NC(=O)[C@H]3CCCN3C(=O)c3ccc(C(F)(F)F)cc3)CC2)cc1 (stereo partly specified)	-4.5	-3.8	0.9
CCCCOc1ccc(C(=O)Nc2cccc(C3SCC(=O)N3c3ccc(C(F)(F)F)cc3)c2)cc1 (stereo unspecified)	-2.8	-2.7	7.6
COc1ccc(C(=O)Nc2ccc(N3CCC(N(C)Cc4ccon4)CC3)cc2)cc1	/	-3.5	15.8
CCCCCCn1c(CN2CCCCC2)nc2c1c(=O)n(C)c(=O)n2C	-9.1	-4.2	6.5
CC1(C(=O)Nc2ccc3c(c2)OCCO3)CCN1CCc1ccccc1 (stereo unspecified)	/	-12.6	4.7
O=C(CSc1ncnc2sc3c(c12)CCC3)Nc1ccccc1	-6.4	-0.9	-3.5
CCCCOc1ccc(C2=N/C(=C\c3ccc(C(C)C)cc3)C(=O)O2)cc1	/	-3.1	-1.7
CCc1nc2ccc(C(=O)N(C)Cc3ccccc3)cn2c1N(C)C(=O)c1cccc(OC)c1	-0.8	1.1	2.4
O=C(c1ccccc1OC1CCN(Cc2ccccn2)CC1)N1CCCCO1	/	-12.2	5.5
Cc1ccnc(NCCNC(=O)c2nn(C)c(=O)c3ccccc23)c1	-8.5	-5.5	3.6
CCOC(=O)N1CCC(N2CCCC(CNC(=O)c3n[nH]c4ccccc34)C2)CC1 (stereo unspecified)	/	-4.5	2.4
Cn1c(COc2ccc3c(c2)CCC3)cc(=O)n(C)c1=O	-2.4	-4.0	5.8
COc1ccccc1Oc1cc(Cl)ncn1	/	-5.6	2.3
CCOC(=O)Cn1cnc2c(nnn2-c2ccc(F)cc2)c1=O	/	-4.6	7.7
CCOc1c(CC)cnc2c1c(=O)n(CC(=O)NC(C)C)c(=O)n2C	/	-0.8	-2.8
COc1ccc(CN(C(=O)OC(C)(C)C)C2CCC(C(=O)N3CCOC(COCc4cccc(C)c4)C3)CC2)cc1C (stereo unspecified)	-4.9	-2.4	5.3
CNc1nc(CC(C)=O)ns1	/	-3.1	14.8
O=C(NCCO)c1cn(C2CCCN(C(=O)C3(C(F)(F)F)CC3)C2)nn1 (stereo unspecified)	-6.9	-18.7	/
COc1ccc(-c2noc(-c3ccc(OC)cc3)n2)cc1	/	-15.5	10.8
Cc1nc(-n2cnnc2)ccc1-c1cccc(C(C)N(C)C)c1 (stereo unspecified)	-8.6	-4.9	11.2
CCN(CC)C(=O)Oc1ccc2c(ccn2Cc2cccc(C)c2)c1NC(=O)CCCCC(=O)OC	-4.9	-5.2	2.8
COCCn1c(=NC(=O)c2ccno2)sc2cc(S(C)(=O)=O)ccc21	-3.5	-1.7	-3.2
CCCc1ccc(OCC(=O)NNC(=O)c2cccnc2)cc1	-6.3	-3.9	-6.0
CCCOC(=O)C1=C(C)NC2=C(C(=O)CC(c3ccccc3)C2)C1c1ccc(CC)cc1 (stereo unspecified)	0.1	3.6	6.1
O=C(NCCc1ccccc1)c1cc2ccccc2oc1=O	/	-11.1	-6.2
O=C(NCCc1ccc(Cl)cc1Cl)c1cc(-c2ccc(F)cc2)nc2cc(-c3ccccc3)nn12	-5.8	0.4	14.4
CCNC(=O)N1CCSC1c1ccc(OC)c(OCc2ccccc2)c1 (stereo unspecified)	0.0	1.1	2.6
COC(=O)[C@H](c1ccccc1Cl)N1CCc2sccc2C1	/	-1.3&-0.3&0.3	-15.3&-3.8&-4.4
CCOc1ccc(-c2cnc(-c3ccncc3)[nH]2)cc1OCC	-10.3	-6.6	1.0
O=c1[nH]c(CCN2CCCC2Cc2ccccc2)nc2ccccc12 (stereo unspecified)	/	1.1	-5.6
CCCc1cc(=O)[nH]c(-n2nc(C)cc2NC(=O)c2ccccc2[N+](=O)[O-])n1	-5.0	-2.2	10.5
Cc1cccc(COC(CN2CCN(S(=O)(=O)c3ccc(C(F)(F)F)cc3)CC2)c2ccc(Cl)cc2)c1 (stereo unspecified)	-5.2	-0.4	22.1
Cc1ccccc1-n1c(SCC(=O)OCc2ccccc2)nnc1-c1ccccc1Cl	-8.3	-3.6	/
O=C1COCc2cc(-c3cc(F)cc(F)c3)ccc2N1CC1CC1	/	-7.1	7.0
CC(C)c1ccc(NC(=O)N2CCc3nc(NCc4cccc(Oc5ccccc5)c4)ncc3C2)cc1	1.4	1.6	-2.8
Cc1nc2cc(OCc3cc(C(=O)N(C)CC4Cc5ccccc5O4)no3)ccc2s1 (stereo unspecified)	-10.4	-6.9	1.2
COc1ccc(CCNC(=O)CN2CCN(c3cn[nH]c(=O)c3)CC2)cc1	/	-3.2	10.3
O=S(=O)(c1ccc(Cl)cc1)N1CCC(Cc2ccc(-c3ccccc3)cc2)CC1	-5.8	-2.7	3.4
Cc1cn(CC(=O)Nc2cccc(C(=O)N(C)C)c2)cc1C#N	/	3.3&-5.6	-2.1&0.6
CC1CC(=O)NN1CC(=O)N(C(C)C)C(C)C (stereo unspecified)	/	9.8	-9.8

Sorted by length of the SMILES (largest number first): 21 of the compounds above
SMILES	mcGAS lum	hcGAS lum	NPYLR7 ag
COc1ccc(CN(C(=O)OC(C)(C)C)C2CCC(C(=O)N3CCOC(COCc4cccc(C)c4)C3)CC2)cc1C (stereo unspecified)	-4.9	-2.4	5.3
Cc1cccc(COC(CN2CCN(S(=O)(=O)c3ccc(C(F)(F)F)cc3)CC2)c2ccc(Cl)cc2)c1 (stereo unspecified)	-5.2	-0.4	22.1
O=C(NCCc1ccc(Cl)cc1Cl)c1cc(-c2ccc(F)cc2)nc2cc(-c3ccccc3)nn12	-5.8	0.4	14.4
CC(C)c1ccc(NC(=O)N2CCc3nc(NCc4cccc(Oc5ccccc5)c4)ncc3C2)cc1	1.4	1.6	-2.8
CCN(CC)C(=O)Oc1ccc2c(ccn2Cc2cccc(C)c2)c1NC(=O)CCCCC(=O)OC	-4.9	-5.2	2.8
CCCOC(=O)C1=C(C)NC2=C(C(=O)CC(c3ccccc3)C2)C1c1ccc(CC)cc1 (stereo unspecified)	0.1	3.6	6.1
O=S(=O)(c1ccc(Cl)cc1)N1CCC(Cc2ccc(-c3ccccc3)cc2)CC1	-5.8	-2.7	3.4
Cc1nc2cc(OCc3cc(C(=O)N(C)CC4Cc5ccccc5O4)no3)ccc2s1 (stereo unspecified)	-10.4	-6.9	1.2
O=C(NCCO)c1cn(C2CCCN(C(=O)C3(C(F)(F)F)CC3)C2)nn1 (stereo unspecified)	-6.9	-18.7	/
Cc1ccccc1-n1c(SCC(=O)OCc2ccccc2)nnc1-c1ccccc1Cl	-8.3	-3.6	/
COc1ccc(CCNC(=O)CN2CCN(c3cn[nH]c(=O)c3)CC2)cc1	/	-3.2	10.3
COCCn1c(=NC(=O)c2ccno2)sc2cc(S(C)(=O)=O)ccc21	-3.5	-1.7	-3.2
CCOc1c(CC)cnc2c1c(=O)n(CC(=O)NC(C)C)c(=O)n2C	/	-0.8	-2.8
O=C1COCc2cc(-c3cc(F)cc(F)c3)ccc2N1CC1CC1	/	-7.1	7.0
Cc1nc(-n2cnnc2)ccc1-c1cccc(C(C)N(C)C)c1 (stereo unspecified)	-8.6	-4.9	11.2
CCOC(=O)Cn1cnc2c(nnn2-c2ccc(F)cc2)c1=O	/	-4.6	7.7
COC(=O)[C@H](c1ccccc1Cl)N1CCc2sccc2C1	/	-1.3&-0.3&0.3	-15.3&-3.8&-4.4
CCCc1ccc(OCC(=O)NNC(=O)c2cccnc2)cc1	-6.3	-3.9	-6.0
O=C(NCCc1ccccc1)c1cc2ccccc2oc1=O	/	-11.1	-6.2
CC1CC(=O)NN1CC(=O)N(C(C)C)C(C)C (stereo unspecified)	/	9.8	-9.8
CNc1nc(CC(C)=O)ns1	/	-3.1	14.8

The list continues:
SMILES	mcGAS lum	hcGAS lum	NPYLR7 ag
O=C(NCCc1nnc2ccc(SCc3c(F)cccc3Cl)nn12)c1ccccc1	-6.3	-3.0	8.7
CCN1CCN(C(=O)c2cccc(OC3CCN(S(C)(=O)=O)CC3)c2)[C@@H](C)C1=O	/	-2.8	13.6
Cc1ccccc1C(=O)NC(CC(C)C)C(=O)N=c1sccn1C (stereo unspecified)	-13.1	-11.3	-2.9
Oc1c(C(Nc2ccccn2)c2ccc3c(c2)OCO3)ccc2cccnc12 (stereo unspecified)	-0.7	-4.6	8.3
CN(Cc1cccnc1)c1cnn(CCOc2ccc(Cl)cc2)c(=O)c1Cl	/	-10.8	4.9
O=C(CCc1c[nH]c2ccccc12)Nc1ccc2c(c1)CN(Cc1cccs1)CC2	/	-3.6	10.5
Cc1cccn2c(=O)c(C=C3SC(=S)N(Cc4ccccc4)C3=O)c(NCC3CCCO3)nc12 (stereo unspecified)	-4.8	-4.3	2.5
CC(c1ccc(Cl)cc1)N(C1CC1)S(=O)(=O)c1ccc(S(C)(=O)=O)cc1 (stereo unspecified)	/	-8.6	4.0
COCCN(Cc1cccc(OS(=O)(=O)c2cccc(C(F)(F)F)c2)c1)S(=O)(=O)c1ccc(OC)cc1	-4.3	-5.3	9.1
CCCCCn1c(=O)c2c(nc3n2CC(C)CN3c2ccc(CC)cc2)n(C)c1=O (stereo unspecified)	-8.7	-3.2	7.1
CCOC(=O)c1cc(-c2cccc(NC(=O)C3CCN(C(C)=O)CC3)c2)n(-c2cccc(F)c2)n1	-5.1	-4.0	4.6
COc1ccc(-c2nnc(SCC(=O)N/N=C(\C)c3ccc([N+](=O)[O-])cc3)n2-c2ccccc2)cc1OC	-6.0	-6.6	11.2
CCn1nnnc1NCc1ccc2c(c1)n(C)c(=O)n2C	/	-6.0	-0.3
CCCOc1ccccc1NC(=O)c1c(C)noc1C	-2.5	-2.2	-2.1
Cc1ccc(-c2ccc(OCCNS(=O)(=O)c3ccc(C)cc3)nn2)cc1	-7.6	-8.8	-10.8

For reference, 3 of the compounds above:
SMILES	mcGAS lum	hcGAS lum	NPYLR7 ag
CCn1nnnc1NCc1ccc2c(c1)n(C)c(=O)n2C	/	-6.0	-0.3
CCCOc1ccccc1NC(=O)c1c(C)noc1C	-2.5	-2.2	-2.1
Cc1ccc(-c2ccc(OCCNS(=O)(=O)c3ccc(C)cc3)nn2)cc1	-7.6	-8.8	-10.8

Remaining list, next part.
SMILES	mcGAS lum	hcGAS lum	NPYLR7 ag
CCC(c1cccs1)n1ccnc1-c1ccc(NC(C)=O)cc1 (stereo unspecified)	/	-1.3	23.2
CC(O)Cc1cn(CC2CCN(C(=O)C3CCCCCC3)CC2)nn1 (stereo unspecified)	-17.6	-2.4	2.8
COc1ccc(OC)c(NC(=O)c2cc(-c3ccc(Br)cc3)nc3ccccc23)c1	-7.0	-4.2	1.5
CCOC(=O)C1(CCCc2ccccc2)CCN(C2CCSC2)CC1 (stereo unspecified)	-7.9	1.7	-8.6
O=C(c1coc(CN2CCN(c3ncccn3)CC2)n1)N1CCN(C2CCCC2)C(=O)C1	/	-7.5	1.7
Cc1cc(=O)[nH]c(-n2nc(C)cc2NC(=O)c2cccc3ccccc23)n1	-5.3	-1.8	2.4
CNC(=O)C1CCN(Cc2nc(-c3ccc(OC)c(C)c3C)oc2C)C1 (stereo unspecified)	/	-8.1	-0.2
Cc1cc(C)c(S(=O)(=O)NCCn2nc(-c3ccc(Cl)cc3)ccc2=O)c(C)c1	-8.3	-5.4	-2.3
Cc1cccc(C)c1Oc1ncccc1CNC(=O)C(=O)N1CCCCC1C (stereo unspecified)	-8.8	3.4	/
